Screening data from PubChem.
Cneo AK release – Cryptococcus neoformans cell lysis inducers, primary screen, AK release luminescence, single concentration; C. neoformans lysis, adenylate kinase release luminescence, 4 h; normalised: neutral wells 0, clomiphene wells 100; lysis activity, % at 15 µM; 360,000 tested, 0.2% active;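 active = mean lysis activity across replicates of at least 80%, whatever share of replicates individually reach that level; inactive = mean lysis activity below 80%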
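Test system: log-phase Cryptococcus neoformans yeast cells; Quantity: yeast cell density of 5 × 10^6 cells/mL; Buffer or medium: YPD; Doses: single compound concentration per well; Timing: 4 h at 37 °C static, read 1 h later; Measured by: AK luminescence; Read-out basis: lysis from increased AK signal; Control set: Clomiphene as positive control.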
EWS-Fli inh – EWS/Fli-driven NR0B1 reporter inhibitors, primary screen, A673 cells, NR0B1 luciferase, luminescence, MLPCN library. AID 651661, 2012. 350,000 tested, 0.67% active. viability-normalised. inhibition, % at 12.6 µM;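 active = mean inhibition of at least 50% after viability correction, with every replicate also passing that limit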;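 also: firefly luciferase signal divided by Alamar Blue viability fluorescence both relative to DMSO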
miR-122 sensor – miR-122 Renilla sensor signal increase in Huh7, primary screen, miR-122 inhibitor project, cell-based, single point, plate reader; Huh7 miR-122 Renilla luciferase sensor, 48 h; neutral wells = 0, positive control = 100; activation (reporter increase), % at 12.5 µM; 340,000 tested, 0.3% active; AID 602342, 2012;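 active = mean replicate activation score at least 90 and every replicate individually at or above 90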;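 also: higher luciferase means less miR-122 activity so hits act as miR-122 inhibitors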
Casp6 inh – human caspase-6 inhibitors, primary screen, biochemical, VEID-R110 fluorescence, single point, set 2 | AID 686996, 2013 | P55212 | 350,000 tested, 0.53% active | inhibition, % at 12.5 µM | purified caspase-6, Z-VEID-R110 cleavage fluorescence;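 active = mean inhibition across replicates at least about 35%, with every replicate also reaching that limit, limit read from the data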;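 also: 0% = median of neutral control wells and 100% = no fluorescence left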
Target sequence (P55212 24-179 limits assumed): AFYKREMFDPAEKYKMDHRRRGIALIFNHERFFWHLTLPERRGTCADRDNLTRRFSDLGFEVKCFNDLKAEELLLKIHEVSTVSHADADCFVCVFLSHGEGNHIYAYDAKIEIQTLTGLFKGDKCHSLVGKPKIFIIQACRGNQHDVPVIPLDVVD
Target sequence (P55212 194-293 limits assumed): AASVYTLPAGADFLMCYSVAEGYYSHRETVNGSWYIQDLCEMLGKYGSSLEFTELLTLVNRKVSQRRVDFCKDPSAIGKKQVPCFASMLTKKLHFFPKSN
PAX8 reporter – inhibitors of PAX8-driven TPO luciferase reporter, primary screen, RMG-I cells, single concentration | SteadyGlo, 24 h | inhibition, % at 12.6 µM | 360,000 tested, 1.2% active | AID 652154, 2013;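 active = mean replicate inhibition at least 60% with every replicate also reaching 60%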;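 also: luciferase light reporting Pax8 driven TPO promoter activity; plate controls were median of neutral control wells for no effect and mitoxantrone controls for full effect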
PGC1a acetyl inh – inhibitors of PGC1a acetylation signal, primary screen, cell-based, U2OS, AlphaScreen, inhibitor mode. inhibition, % at 15.6 µM. 350,000 tested, 0.17% active. AlphaScreen anti-acetyl-lysine; with virally co-expressed GCN5 acetyltransferase. AID 651687, 2012;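 active = every replicate shows inhibition of at least 40%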;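 also: 0% = neutral control wells and 100% = positive control wells; some results beyond the cut were filed as inactive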
FN deposit inh – inhibitors of fibronectin matrix deposition, primary screen, AH1F cells, Alexa488-fibronectin fluorescence, plate reader; inhibition, % at 12.6 µM; AID 743247, 2014; AH1F fibroblasts, overnight; 350,000 tested, 0.086% active;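 active = mean inhibition across replicates of 30% or more, regardless of how many single replicates reach that level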;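 also: positive control wells lacked labelled fibronectin entirely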
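Schedule: 1 h cell adhesion before compound, then overnight fibronectin incubation; test system: AH1F fibroblast monolayer depositing Alexa488-labelled fibronectin into matrix; quantity: 10000 AH1F cells per well; probe or stimulus: fluorescent fibronectin at 24 nM final; signal: fluorescence, ex 485 nm, em 525 nm; evaluation: percent inhibition as loss of matrix-bound fibronectin fluorescence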
LGR2 inh – inhibitors of bursicon-induced LGR2 CRE-luciferase signal, primary screen, cell-based, HEK293, CRE-luciferase reporter, bursicon stimulation; inhibition, % at 9.99 µM; Drosophila bursicon receptor LGR2 (rickets); 380,000 tested, 0.35% active; bursicon-stimulated, 4 h; AID 720647, 2013;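 active = drop in luminescence signal, shown as inhibition above about 50% in the replicate tests, limit read from the data, passing the limit was not always enough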;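 also: agonist challenge used bursicon conditioned medium at about half maximal strength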
Starred values were filed as active, the others as inactive; / = not tested or not shown; [ ] = remark or other dose. Not a hit list. About 2.5% of those tested had a hit in this group.

[1] COC(=O)C1=C(C)N(C)C(=NCc2ccc3c(c2)OCO3)NC1c1ccc(C(F)(F)F)cc1 (centres undefined)
[2] CCCNC(=O)Nc1ccc2c(c1)OC[C@H](C)N(C(=O)C1CCOCC1)C[C@H](C)[C@H](OC)CN(C)C2=O
[3] CC(C)(C)NC(=O)NC(=O)COC(=O)COc1ccc(Cl)cc1Cl
[4] Cc1ccc(OC(=O)c2cc(=O)c3ccccc3o2)cc1
[5] Cc1cc(C)n(C(=O)c2nn(C)c(C)c2[N+](=O)[O-])n1
[6] O=C(Nc1cccc(Cl)c1)Nc1ccc2nccnc2c1
[7] O=C(COC(=O)CNC(=O)C1CCCCC1)Nc1ccc2c(c1)OCCO2
[8] Cn1cc(CN2CCc3c([nH]c4ccccc34)C2C(C)(C)C)cn1 (centres undefined)

entry no.	1	2	3	4	5	6	7	8
Cneo AK release	/	0	-1	0	1	-4	5	/
EWS-Fli inh	-10	-4	-1	-5	/	-111	-8	5
miR-122 sensor	/	/	15	-4	23	/	0	/
Casp6 inh	-8	/	-1	/	/	5	-6	-1
PAX8 reporter	-47	-11	7	5	/	-98	-14	27
PGC1a acetyl inh	/	2	1	-14	0	/	2	-6
FN deposit inh	2	-8	1	-4	3	-1	/	-4
LGR2 inh	-24	-7	11	-1	/	-100	-1	5

Arranged by value in LGR2 inh (rising): 5 from the list above
item	SMILES	LGR2 inh
6	O=C(Nc1cccc(Cl)c1)Nc1ccc2nccnc2c1	-100
1	COC(=O)C1=C(C)N(C)C(=NCc2ccc3c(c2)OCO3)NC1c1ccc(C(F)(F)F)cc1 (centres undefined)	-24
2	CCCNC(=O)Nc1ccc2c(c1)OC[C@H](C)N(C(=O)C1CCOCC1)C[C@H](C)[C@H](OC)CN(C)C2=O	-7
4	Cc1ccc(OC(=O)c2cc(=O)c3ccccc3o2)cc1	-1
8	Cn1cc(CN2CCc3c([nH]c4ccccc34)C2C(C)(C)C)cn1 (centres undefined)	5

Continuation.
[9] Cc1noc(C)c1NC(=O)Nc1cccc2c1O[C@@H](CN(C)Cc1ccccc1)[C@@H](C)CN([C@@H](C)CO)C2=O
[10] CCOC(=O)C(=O)N(CC)C1CCS(=O)(=O)C1 (centres undefined)
[11] Cc1cc(OCC(=O)Nc2ccc(N3CCN(C(=O)c4ccco4)CC3)cc2)cc(C)c1Cl
[12] CO[C@H]1CN(C)C(=O)c2cc(NC(=O)CC(F)(F)F)ccc2OC[C@@H](C)N(C(C)=O)C[C@@H]1C
[13] COC(=O)[C@H](Cc1ccccc1)NC(=O)c1ccc2ccccc2n1
[14] CO[C@H](CN(C)S(=O)(=O)c1cn(C)cn1)[C@@H](C)CN(C(=O)Nc1ccc(C(F)(F)F)cc1)[C@H](C)CO
[15] O=C(O)c1ccccc1/C=N/Nc1ccc(S(=O)(=O)N2CCCC2)cc1[N+](=O)[O-]
[16] Cc1noc(C)c1S(=O)(=O)Nc1ccc2c(c1)CC(=O)N([C@H](C)CO)C[C@@H](C)[C@H](CN(C)C(=O)Nc1ccccc1)O2

entry no.	9	10	11	12	13	14	15	16
Cneo AK release	-3	-2	/	/	-1	-11	-2	/
EWS-Fli inh	2	14	22	-3	-1	2	15	-10
miR-122 sensor	27[16.7 µM]	12	/	/	-1	/	0	-1[16.7 µM]
Casp6 inh	-1	0	0	2	6	-3	7	-2
PAX8 reporter	-8	34	/	/	-51	/	18	/
PGC1a acetyl inh	/	-7	-2	-8	-4	0	-12	5
FN deposit inh	/	0	/	5	4	/	9	/
LGR2 inh	-7	-9	4	-1	-37	/	6	-24

[17] CC1CC(c2ccccc2)NS(=O)(=O)O1 (centres undefined)
[18] O=C(Nc1ccnn1C1CCN(Cc2cccc(F)c2F)CC1)C1CCCC1
[19] CCOc1ccc(-n2c(SCc3ccc(C(=O)OC)o3)nc3c(c2=O)SCC3)cc1
[20] CC(C)CC#Cc1ccc2c(c1)O[C@H](CN(C)Cc1ccncc1)[C@@H](C)CN([C@@H](C)CO)S2(=O)=O
[21] N#Cc1cccc(-c2ccc([C@H]3[C@@H](CO)N4CCCCN(C(=O)Nc5ccc(F)cc5)C[C@H]34)cc2)c1
[22] Cc1ccc(C(=O)NCCCn2ccnc2)cc1[N+](=O)[O-]
[23] Cc1ccc(C)c(Nc2nc3ccccc3[nH]2)c1
[24] Cc1ccc(C2C3=C(CC(C)(C)CC3=O)Nc3[nH]c(=S)[nH]c(=O)c32)cc1 (centres undefined)

entry no.	17	18	19	20	21	22	23	24
Cneo AK release	-1	5	14	1	6	-1	-1	0
EWS-Fli inh	5	/	/	36	15	/	-19	/
miR-122 sensor	2	-5	-5	33[16.7 µM]	-26[16.7 µM]	4	0	-4
Casp6 inh	0	-1	/	1	-4	/	-3	/
PAX8 reporter	-11	/	29	73*	19	5	19	/
PGC1a acetyl inh	2	/	-3	0	0	0	-4	-1
FN deposit inh	-2	8	3	/	/	4	-7	-4
LGR2 inh	16	-12	/	9	13	/	-6	/

[25] CC1=C2[C@@H](c3ccccc3)OB(O)C[C@@H]2[C@@H]2C(=O)N(Cc3ccccc3)C(=O)[C@@H]2C1
[26] C[C@H](CO)N1C[C@H](C)[C@H](CN(C)C(=O)c2ccncc2)OCCCC[C@H](C)Oc2ccc(N(C)C)cc2C1=O
[27] C[C@@H](NC(=O)C[C@H]1CC[C@@H]2[C@H](COC[C@H](O)CN2C(=O)Nc2cccc(F)c2)O1)c1ccccc1
[28] CCc1ccc(-c2nnn(CC(=O)N(C3CCCC3)C3CCS(=O)(=O)C3)n2)cc1 (centres undefined)
[29] Cc1ccc(Nc2nnc(SCC(=O)Nc3cccnc3Cl)s2)cc1C
[30] CCCNC(=O)C[C@H]1CC[C@@H]2[C@H](COc3ccc(NC(=O)Cc4cccs4)cc3C(=O)N2C)O1
[31] Cc1cccn2c(=O)c3cc(C(=O)NC4CCCCC4)sc3nc12
[32] COc1ccc(C#Cc2ccc3c(c2)O[C@H](CN(C)C(=O)Nc2cccc(OC)c2)[C@@H](C)CN([C@H](C)CO)S3(=O)=O)cc1

entry no.	25	26	27	28	29	30	31	32
Cneo AK release	-3	50	1	0	0	1	0	-3
EWS-Fli inh	-6	-9	-31	-2	-7	-2	-19	29
miR-122 sensor	/	-7[16.7 µM]	3[16.7 µM]	0	5	10[16.7 µM]	-10	26[16.7 µM]
Casp6 inh	-1	-4	-1	2	-1	/	-3	0
PAX8 reporter	7	-8	-72	13	-21	-21	-12	/
PGC1a acetyl inh	/	0	2	-6	-7	5	-2	17
FN deposit inh	/	/	2	/	-1	-14	-2	11
LGR2 inh	/	-15	-8	4	-15	14	-1	15

[33] CCC(C)(C)NC(=O)CN(C(=O)CCC(=O)Nc1nccs1)c1ccccc1C
[34] COc1ccc(C(=O)N(C)Cc2nc3ccccc3c(=O)[nH]2)cc1S(=O)(=O)N1CCCC1
[35] COc1ccc(CNC(=O)N[C@@H](Cc2c[nH]c3ccccc23)C(=O)O)cc1
[36] COc1ccc(S(=O)(=O)N(C)C[C@H]2OCCCC[C@H](C)Oc3ccc(NS(=O)(=O)c4ccccc4)cc3C(=O)N([C@H](C)CO)C[C@@H]2C)cc1
[37] O=C(OC(C(=O)NCC1CCCO1)c1ccccc1F)c1ccco1 (centres undefined)
[38] N#Cc1c(-c2ccccc2)nc(SCC(=O)Nc2ccc(OC(F)(F)Cl)cc2)[nH]c1=O
[39] O=C(NCc1ccc(Cl)cc1)c1ncn[nH]1
[40] CC(C)NC(=O)c1cc(=O)n(C)c(=O)n1C

entry no.	33	34	35	36	37	38	39	40
Cneo AK release	2	0	2	-1	-1	0	2	/
EWS-Fli inh	7	2	8	-2	/	-1	5	-13
miR-122 sensor	7	-2	8	-7[16.7 µM]	19	/	-3	2
Casp6 inh	-2	4	-2	-1	/	15	-2	0
PAX8 reporter	5	-7	11	28	/	-8	10	/
PGC1a acetyl inh	2	1	5	-1	6	/	8	-3
FN deposit inh	2	/	/	-2	-28	-3	/	/
LGR2 inh	-1	-17	11	5	/	-4	4	-1

Reprinted, compounds 1–2
[1] COC(=O)C1=C(C)N(C)C(=NCc2ccc3c(c2)OCO3)NC1c1ccc(C(F)(F)F)cc1 (centres undefined)
[2] CCCNC(=O)Nc1ccc2c(c1)OC[C@H](C)N(C(=O)C1CCOCC1)C[C@H](C)[C@H](OC)CN(C)C2=O

entry no.	1	2
Cneo AK release	/	0
EWS-Fli inh	-10	-4
miR-122 sensor	/	/
Casp6 inh	-8	/
PAX8 reporter	-47	-11
PGC1a acetyl inh	/	2
FN deposit inh	2	-8
LGR2 inh	-24	-7

Next section
[41] Nc1nc(SCC(=O)Nc2ccc(Cl)cn2)n[nH]1
[42] CCOC(=O)c1sc(=S)n(-c2ccccc2Cl)c1C
[43] COCC(=O)Nc1ccc2c(c1)OC[C@H](C)N(C(=O)c1cnccn1)C[C@H](C)[C@H](OC)CN(C)C2=O
[44] Cc1ccccc1-c1cnc(C(O)c2ccc(Cl)cc2C)[nH]1 (centres undefined)
[45] O=C(NCCOc1ccc(Cl)cc1)C1CC(=O)N(c2ccc3c(c2)OCCO3)C1 (centres undefined)
[46] COCCCN(Cc1cccs1)S(=O)(=O)c1csc(C(N)=O)c1
[47] COc1ccccc1Oc1nc2c(c(=O)n(Cc3ccccc3F)c(=O)n2C)n1C
[48] CC(=O)c1ccc(-c2nnc(CCC(=O)N(C)Cc3cccc4cnccc34)o2)s1

entry no.	41	42	43	44	45	46	47	48
Cneo AK release	/	0	-3	3	-1	-1	-1	/
EWS-Fli inh	-2	4	4	-5	-2	/	/	15
miR-122 sensor	/	1	/	29	-5	20	1	/
Casp6 inh	2	3	-2	3	1	-1	/	4
PAX8 reporter	-7	-38	-22	8	3	2	6	4
PGC1a acetyl inh	-6	8	-1	15	/	2	-5	/
FN deposit inh	0	-2	-4	-6	0	12	3	3
LGR2 inh	-17	/	18	/	-12	8	/	21

[49] O=C(COC(=O)c1ccc(F)c(S(=O)(=O)N2CCOCC2)c1)NCc1ccc(F)cc1
[50] Cc1ccc(CC(=O)N/N=C/c2ccc(OC(=O)c3ccc([N+](=O)[O-])cc3)cc2)cc1
[51] CC(=O)N1CCN(C(=O)c2ccc(C(=O)c3ccccc3)cc2)CC1
[52] O=C(NCc1ccccn1)c1ccccc1OCc1ccc(Cl)cc1Cl
[53] CC1(C)Cc2c(sc(NC(=O)/C=C/C(=O)O)c2C#N)CO1
[54] CCOc1ccc(C2CC(=O)NC3=C2C(=O)CCC3)cc1Cl (centres undefined)
[55] O=C(C1CCC1)N1CCCCN2[C@@H](CO)[C@@H](c3ccc(C#CC4(O)CCCC4)cc3)[C@@H]2C1
[56] CCCCCCN1C(=O)C(O)=C(C(C)=O)C1c1ccccc1[N+](=O)[O-] (centres undefined)

entry no.	49	50	51	52	53	54	55	56
Cneo AK release	/	-1	-2	-3	0	6	0	/
EWS-Fli inh	2	-3	-11	-9	5	/	2	16
miR-122 sensor	/	-2	-2	/	-13	-3	3[16.7 µM]	/
Casp6 inh	10	-2	/	-2	9	/	/	-1
PAX8 reporter	13	-6	13	-1	-18	/	13	13
PGC1a acetyl inh	/	/	5	/	1	-7	9	/
FN deposit inh	/	-1	3	1	-2	/	/	3
LGR2 inh	-9	6	-28	-6	-5	3	-14	14
